Assay outcomes: PubChem, National Center for Advancing Translational Sciences (NCATS)
Pin1 inh: human Pin1 inhibition; Potency, µM (doses to about 115 µM), inactives show at the top dose activity, negative = inhibition, hits mostly inhibitors; 0.009% of 390,000 active; Q13526; Pin1 FP peptide displacement, HiFluor488, 10 min; active means well fitted inhibition curve with a large enough effect in the polarisation, with a control signal flat, not every such curve was filed as active; inconclusive means small, poorly fitted or top-dose-only effect, or effect the other way, or a change in a side signal; inactive means no such curve, though single readings can be large or run the other way; the % refers to the polarisation; further: on the % scale 0 is the no-effect control and ±100 the full control effect
Target sequence (Q13526 whole entry, looked up): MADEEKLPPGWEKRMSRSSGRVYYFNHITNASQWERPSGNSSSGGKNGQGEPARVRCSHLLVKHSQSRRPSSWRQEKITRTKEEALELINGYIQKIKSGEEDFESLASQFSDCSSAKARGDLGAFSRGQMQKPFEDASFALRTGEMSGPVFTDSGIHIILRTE
JMJD2A Tudor inh: blocks the human JMJD2A Tudor domain. AID 504339. AlphaScreen JMJD2A-Tudor / H3K4me3 peptide binding. O75164. 4.4% of 390,000 active. Potency, µM (titrated, usually from 114 µM), for inactives: at the top dose activity change, negative = inhibition, most hits filed as inhibitors; further: on the % scale 0 is the no-effect control and ±100 the full control effect; nearly all actives have a fitted effect of over 50% in size
GLS inh: inhibitors of human glutaminase (GLS). O94925. GLS enzymatic activity, qHTS titration. Potency, µM (top dose mostly 45.5 µM), for the others: top-dose activity change, negative = inhibition, usual class: inhibitors. 0.21% of 410,000 active; further: on the % scale 0 is the no-effect control and ±100 the full control effect
Target sequence (O94925 whole entry, looked up): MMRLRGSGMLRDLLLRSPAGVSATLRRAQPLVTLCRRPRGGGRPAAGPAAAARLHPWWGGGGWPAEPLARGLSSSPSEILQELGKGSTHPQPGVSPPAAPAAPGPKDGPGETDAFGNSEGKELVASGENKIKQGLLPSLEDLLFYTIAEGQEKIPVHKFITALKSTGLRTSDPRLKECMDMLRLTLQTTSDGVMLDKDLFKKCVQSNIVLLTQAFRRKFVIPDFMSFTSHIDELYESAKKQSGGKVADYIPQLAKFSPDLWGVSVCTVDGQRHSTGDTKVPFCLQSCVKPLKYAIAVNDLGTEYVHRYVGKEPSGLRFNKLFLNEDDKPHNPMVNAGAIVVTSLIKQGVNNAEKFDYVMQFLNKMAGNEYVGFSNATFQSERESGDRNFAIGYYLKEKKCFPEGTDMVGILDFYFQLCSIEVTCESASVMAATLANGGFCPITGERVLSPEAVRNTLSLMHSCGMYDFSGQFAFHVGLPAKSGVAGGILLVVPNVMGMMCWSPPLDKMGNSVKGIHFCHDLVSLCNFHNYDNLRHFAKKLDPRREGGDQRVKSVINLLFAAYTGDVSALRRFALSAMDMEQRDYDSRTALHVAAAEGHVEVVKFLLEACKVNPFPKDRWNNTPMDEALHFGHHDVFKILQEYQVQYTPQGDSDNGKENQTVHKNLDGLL
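Compounds were pin-transferred onto hKGA, after which L-glutamine (1 mM solution) and a detection mix of glutamate oxidase, HRP and Amplex Red were added. Initial and 30 min RT fluorescence reads were collected.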
HP1b binding inh: HP1-beta chromodomain-methylated histone interaction inhibition; AlphaScreen HP1-beta / biotin-H3K9me3 peptide binding; P83916; Potency, µM (titrated, usually from 114 µM), inactives show at the top dose activity change, negative = inhibition, hits mostly inhibitors; 0.56% of 390,000 active; further: nearly all actives have a fitted effect of over 70% in size; inactives centre near 23
Target sequence (P83916 whole entry, looked up): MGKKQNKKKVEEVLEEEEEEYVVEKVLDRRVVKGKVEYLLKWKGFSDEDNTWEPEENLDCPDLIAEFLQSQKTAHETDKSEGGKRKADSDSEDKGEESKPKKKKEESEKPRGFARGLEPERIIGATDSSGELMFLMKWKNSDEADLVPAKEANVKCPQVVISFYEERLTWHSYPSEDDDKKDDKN
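HP1-beta protein (50 nM final) preincubated 30 min at room temperature with biotinylated H3(1-18)K9me3 peptide (50 nM) in PBS pH 7.4, 0.01% Tween-20, then compound added for 30 min. AlphaScreen streptavidin donor/nickel chelate acceptor beads (10 ug/mL final), 30 min dark, luminescence read.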
TrxR1 inh: rat TrxR1 inhibition; 1% of 390,000 active; O89049; Potency, µM (top dose mostly 114 µM), for the others: at the top dose activity change, negative = inhibition, hits mostly inhibitors; recombinant rTrxR1, NADPH fluorescence consumption, selenite substrate; further: on the % scale 0 is the no-effect control and ±100 the full control effect; nearly all actives have a fitted effect of over 65% in size
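Rat TrxR1 (90 nM in the dispensed reagent) was pre-reduced with 400 uM NADPH for 5 min at room temperature, then incubated with compound for 15 min. After 400 uM selenite was added, NADPH fluorescence (Ex 340/Em 450 nm) was followed for 8 min.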
RGS4 inh: blocks human RGS4-accelerated GTP hydrolysis; Transcreener GDP fluorescence polarization, RGS4-accelerated GTP hydrolysis; Potency, µM (series often up to 114 µM), inactives show top-dose activity change, negative = inhibition, hits mostly inhibitors; 0.039% of 390,000 active; further: on the % scale 0 is the no-effect control and ±100 the full control effect; nearly all actives have a fitted effect of over 75% in size; some results filed as inactive show a strong effect at the top dose
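MLSMR compounds (23 nl, pin-transferred) preincubated 10 min at room temperature with a 500nM (2x) first reagent, then RGS4 at 900nM (2x) plus Transcreener GDP mix added; fluorescence polarization (620/688 nm) read before and after 90 min at 30 °C.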
12-LOX inh: ALOX12 (human) lipoxygenase inhibition; purified 12hLO, xylenol orange hydroperoxide absorbance; AID 1671190; 1.1% of 580,000 active; Potency, µM (top dose mostly 108 µM), for inactives: at the top dose activity change, negative = inhibition, most hits filed as inhibitors; further: on the % scale 0 is the no-effect control and ±100 the full control effect
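Purified human 12hLO (150 nM final) in 25 mM Hepes, 0.01% Triton X-100, pH 7.0 was preincubated 15 min at room temperature with compound. Then 40 uM arachidonic acid was added, 30 min. Hydroperoxide was read by Fe-XO absorbance ratio 573/405 nm.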
Tb PGK inh: T. brucei PGK inhibition; 0.043% of 380,000 active; P07378; Potency, µM (highest dose often 57.5 µM), without a hit: at the top dose activity change, negative = inhibition, usual class: inhibitors; AID 602233; PGK/GAPDH coupled, Kinase-Glo luminescence, 60 min; further: on the % scale 0 is the no-effect control and ±100 the full control effect; nearly all actives have a fitted effect of over 60% in size
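Recombinant glycosomal PGK reaction used 1,3-bisphosphoglycerate generated in-well by GAPDH (100nM final) in 100mM TEA pH 7.6, 5mM MgCl2, 0.01% Tween-20. After 60 minutes at room temperature, ATP was read by Kinase-Glo Plus luminescence end-point.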
ERG Ets-DNA blk: inhibitors of human ERG Ets domain-DNA interaction; 0.028% of 370,000 active; fluorescence polarization, His-ERG Ets domain / labelled DNA; Potency, µM (series often up to 76.9 µM), for the others: at the top dose FP activity, negative = inhibition, usual class: inhibitors; P11308; active means well fitted inhibition curve with a large enough effect in the polarisation, with a control signal flat; inconclusive means small, poorly fitted or top-dose-only effect, or effect the other way, or a change in a side signal; inactive means no such curve, though single readings can be large or run the other way; the % refers to the polarisation;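 further: polarization taken with two DNA probes labelled with fluorescein and Texas red; % of control where 0% means no effect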
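His-tagged ERG Ets domain (1 uM in the protein solution; 300mM KCl, 50mM Tris-HCl, 1mM EDTA, 1mM DTT, pH 7.5) received compound, then a probe mix of 5 nM fluorescein-DNA and 100nM Texas-615-DNA. Fluorescence polarization was read for both dyes.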
The depositor's hits bear a star; i = inactive; ? = inconclusive; . = no result given; & = joins results of further samples; [ ] = dose if it differs, or a comment. Unless noted, the call rests on the fitted dose curve; in most records, active means well fitted curve in the direction sought with a large enough effect; inconclusive means small, poorly fitted or top-dose-only effect, or another doubt; inactive means no such curve, though single readings can be large; an effect the other way counts as inactive or inconclusive. Potency means the concentration at half of the fitted maximal effect. These rows are one share of the data, so the mix of outcomes need not match the whole.

SMILES	Pin1 inh	JMJD2A Tudor inh	GLS inh	HP1b binding inh	TrxR1 inh	RGS4 inh	12-LOX inh	Tb PGK inh	ERG Ets-DNA blk
COc1ccc(CNc2nc(-c3ccco3)nn2S(=O)(=O)c2ccc3ccccc3c2)cc1OC	16%	-27%	8%	10%	-5%	-3%	-3%	i	0%
Cc1cc(F)ccc1NC(=O)c1cccnc1	-12%	-10%	-7%	23%	14%	12%	12%	0%	3%
CC(C)c1nnc(NC(=O)CS(=O)(=O)c2ccccc2)s1	-1%	4%	3%	33%	11%	-22%	?	i	16%
Cc1cccc(NC(=S)NC2CC3CCCC(C2)N3Cc2cccs2)c1C (stereo not given)	-4%	-31%	19%	2%	-12%	5%	-11%[57.4 µM]	8%	.
Cc1ccccc1-c1nnc(SCC#N)o1	-5%	3%	0%	37%	15%[57.1 µM]	-12%	1%	-1%	5%
Cc1ccc(C(=O)Oc2ccc3c(c2)ncn3C)cc1	2%	-20%	20%	13%	13%	-12%	4%	4%	.
CC(=O)Nc1c2c(nn1-c1ccc(C)cc1C)CSC2	-4%	-18%	27%	33%[activator]	?	12%	-9%[57.4 µM]	-1%	.
CCOC(=O)c1c(C)[nH]c(C)c1C(=O)COC(=O)c1cc2ccccc2cc1O	0%	?	?	-15%	15%	11%	?	-5%	3%
Cc1cccc(N2CCN(C(=O)C3CCN(S(=O)(=O)c4c(C)noc4C)CC3)CC2C)c1 (stereo not given)	-4%&-8%	2%[11.4 µM]	0%&13%	39%&7%	30%[57.1 µM]	-3%&31%	?	i	7%&0%
Cc1ccccc1N=C1Nc2ccccc2N[C@]12C[C@H]1CCC(=O)N3CC[C@@H](C2)[C@@H]13	-7%	-11%	8%	29%	15%	18%	9%	0%	-4%
Cc1ccc2c(CNCCc3ccco3)c(C(=O)O)n(Cc3ccc(F)cc3)c2c1	?	-25%	-1%	16%	-28%	5%	-18%	2%	9%
O=C(CN1CCCN(Cc2ccc(F)cc2)S1(=O)=O)NCc1ccccc1Cl	11%	12%	0%	38%	14%	4%	-26%	3%	-6%
CSc1ccccc1NC(=O)CN(C)CC(=O)Nc1ccc(Cl)cc1[N+](=O)[O-]	1%	?	-8%	?	41%[activator][57.1 µM]	-15%	12%	-6%	-4%
Cc1ccc(NC(=O)Cc2nc(COC(=O)C(C)NS(=O)(=O)c3ccc(C)cc3)cs2)cc1 (stereo not given)	27%	-30%	-7%	36%	?	-29%	10%	-4%	2%
N/C(=N\OC(=O)C1CCCCC1)c1cccnc1	-8%	-4%	0%	15%	26%	29%	21%	-4%	1%
CCOC(=O)c1ccc(N2N=C(C)/C(=C/C=C/c3ccco3)C2=O)cc1	-11%	?	-1%	?	-10%	-25%	-15%	6%	-4%
COc1ccc(CSCC(=O)N/N=C/c2ccccc2OCc2ccccc2)cc1	-4%	-30%	-15%	12%	4%	-15%	-23%	-3%	.
OCC(CO)(CO)NCc1ccc(-c2ccccc2)cc1	-3%	-13%	2%	17%	6%	9%	?	9%	1%
CC(=O)Nc1ccc(S(=O)(=O)N2CCN3CCCC3C2)cc1 (stereo not given)	-13%	-1%	1%	30%	-9%	19%	-9%	i	-5%
Cc1ccc(C)c(OCCn2ccnc2)c1	5%	?	-10%	-23%	-8%	7%	.	?	7%
COc1ccccc1C(CNC(=O)COc1ccccc1C)N1CCCC1 (stereo not given)	-8%	-12%	13%	3%	-5%	19%	-9%&11%	-6%	-10%
Cc1ccc(NC(=O)C2CCN(S(=O)(=O)c3ccc4c(c3)NC(=O)C(C)S4)CC2)c(C)c1 (stereo not given)	55%[activator]	-8%	-3%	23%	11%	-3%[11.4 µM]	-1%	5%	66%[activator]
COc1cc(SC)ccc1C(=O)Nc1ccc2c(c1)OCCO2	6%	-14%	3%	3%	-5%[57.1 µM]	1%	2%	1%	-6%
COC(C[C@@H](O)CC(=O)[C@@H](C)OCc1ccccc1)OC	1%	-15%	11%	36%[activator]	13%[57.1 µM]	12%	?	8%	-2%
CN(C)c1nc(Oc2ccc(OCCOc3ccccc3)nn2)nc(N(C)C)n1	0%	0%	-1%	24%	30%	28%	-10%	-6%	-5%
O=c1[nH]c(=O)n([C@H]2C[C@H](O)[C@@H](CO)O2)cc1Br	0%	4%	-1%&-26%	48%[activator]	1%[57.1 µM]	0%[56.9 µM]	7%	-2%	-10%
O=C(C1CC1)N1CCN(C(c2ccccc2)c2ccccc2)CC1	-2%	-8%	7%	6%	5%	25%	0%	-4%[11.5 µM]	.
CCC(=O)N1C(C(=O)N2CCCC2)CSC1c1ccc(OC)cc1 (stereo not given)	-2%	-17%	-1%	35%[activator]	9%	-14%	-22%	-1%	3%
Cc1ccccc1NC(=O)CCn1cnc2onc(-c3ccc(F)cc3)c2c1=O	0%	-16%	-5%	34%	-15%	11%	-12%	-6%	-8%
Nc1cc(=O)[nH]c(SCC(=O)Nc2ccc(Oc3ccccc3)cc2)n1	3%	-7%	0%	12%	33%	-29%	2%	-3%	11%
O=C(Nc1ccccn1)c1ccc(S(=O)(=O)N2CCCCCC2)cc1	3%	-1%	7%	20%	10%	1%	-5%	-1%	3%
COc1cccc(C2N(c3ccc(Cl)c(Cl)c3)C(=O)C3CCCN32)c1OC (stereo not given)	1%	-13%[57.1 µM]	16%	41%[activator]	-5%	-15%	?	-12%	3%
CC(C)(C)c1ccc(OCc2cnc(Cl)s2)cc1	0%	145%[activator]	3%	313%[activator]	41%[activator][57.1 µM]	-18%	15%	0%	7%
Cc1ccc(NC(=O)[C@H](NC(=O)[C@@H]2Cc3ccccc3CN2)c2ccccc2)cc1C	4%	-17%	1%	-4%[57 µM]	21%	24%	4%	-2%	17%
O=C(Nc1ccc(SC(F)(F)F)cc1)c1ccccn1	-3%	-7%	3%	36%	-12%[57.1 µM]	18%	-14%	-1%	1%
NS(=O)(=O)c1ccc(CCNC(=O)COC(=O)COc2cccc(C(F)(F)F)c2)cc1	1%	-12%	0%	17%	13%	-11%	-25%	-8%	-5%
Nc1cc(-c2ccc(Br)cc2)nn1S(=O)(=O)c1ccccc1	1%	1%	-8%	29%	15%	-13%	-6%	-1%	1%
S=C(NCc1ccco1)Nc1ccc(Cl)cc1	-3%	-20%	7%	7%	-1%	-22%	-13%	-4%	-4%
Cc1csc(NC(=O)c2cc(-c3ccncc3)nc3ccccc23)n1	12%	-16%	-9%	4%	3%	-37%	-10%	i	37%[activator]
COC(=O)c1ccc2c(c1)N(Cc1cc(C)ccc1C)C(=O)c1ccccc1S2(=O)=O	-2%	-8%	-4%	14%	-7%[57.1 µM]	26%	-7%	0%	0%
Cc1ccc(NC(=O)CN(C)C(=O)Cc2ccc(Cl)c(Cl)c2)cc1	-3%	0%	2%	20%	11%	-2%	?	i	5%
Cc1cc(C)c(S(=O)(=O)Nc2nccs2)c(C)c1	-1%	-15%	-1%	22%	-1%[57.1 µM]	5%	7%	i	0%
CCCn1c2ccccc2c2nnc(SCc3[nH]c(=O)[nH]c3C(=O)CCCCC(=O)OCC)nc21	30%[activator]	-20%	5%	34%	-11%	-11%	-28%	-6%	-8%
O=C(COC(=O)C1CCN(S(=O)(=O)c2ccc(Cl)c(C(F)(F)F)c2)CC1)NCc1ccco1	-2%	-3%	-1%	21%	-18%	20%	19%	-2%	-11%
CC(NC(C(=O)c1ccccc1)c1ccccc1)c1ccccc1 (stereo not given)	4%	71%[activator]	5%	36%[57 µM]	-6%[2.29 µM]	0%	?	5%	-1%
COc1cccc(-c2nc(NC(C)(C)C)c3ccccc3n2)c1O	-2%	?	-6%	-10%	-22%	-11%	42%[activator]	-2%	0%

Ordered by formula weight (descending): some entries from above
SMILES	Pin1 inh	JMJD2A Tudor inh	GLS inh	HP1b binding inh	TrxR1 inh	RGS4 inh	12-LOX inh	Tb PGK inh	ERG Ets-DNA blk
O=C(COC(=O)C1CCN(S(=O)(=O)c2ccc(Cl)c(C(F)(F)F)c2)CC1)NCc1ccco1	-2%	-3%	-1%	21%	-18%	20%	19%	-2%	-11%
CCCn1c2ccccc2c2nnc(SCc3[nH]c(=O)[nH]c3C(=O)CCCCC(=O)OCC)nc21	30%[activator]	-20%	5%	34%	-11%	-11%	-28%	-6%	-8%
NS(=O)(=O)c1ccc(CCNC(=O)COC(=O)COc2cccc(C(F)(F)F)c2)cc1	1%	-12%	0%	17%	13%	-11%	-25%	-8%	-5%
Cc1ccc(NC(=O)[C@H](NC(=O)[C@@H]2Cc3ccccc3CN2)c2ccccc2)cc1C	4%	-17%	1%	-4%[57 µM]	21%	24%	4%	-2%	17%
Cc1csc(NC(=O)c2cc(-c3ccncc3)nc3ccccc23)n1	12%	-16%	-9%	4%	3%	-37%	-10%	i	37%[activator]
CC(NC(C(=O)c1ccccc1)c1ccccc1)c1ccccc1 (stereo not given)	4%	71%[activator]	5%	36%[57 µM]	-6%[2.29 µM]	0%	?	5%	-1%
O=C(Nc1ccc(SC(F)(F)F)cc1)c1ccccn1	-3%	-7%	3%	36%	-12%[57.1 µM]	18%	-14%	-1%	1%
CC(C)(C)c1ccc(OCc2cnc(Cl)s2)cc1	0%	145%[activator]	3%	313%[activator]	41%[activator][57.1 µM]	-18%	15%	0%	7%
